esBAF inh: Bmi1 luciferase reporter increase in mESCs, primary screen, esBAF inhibitor project, mouse ES cells, Bmi1 luciferase knock-in, single point. 24 h; 100% = twice the neutral-well signal. reporter increase, % at 12.5 µM. hit rate 2% among 350,000; in the data active means activation above about 40%;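 further: 0% = median of the plate's neutral control wells and 100% = double that signal; a rise in the Bmi1 reporter signal indicates esBAF inhibition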
LGR2 antag: inhibitors of bursicon-induced LGR2 CRE-luciferase signal, primary screen, cell-based, HEK293, CRE-luciferase reporter, bursicon stimulation; Drosophila bursicon receptor LGR2 (rickets); bursicon-stimulated, 4 h; inhibition, % at 9.99 µM; hit rate 0.35% among 380,000; AID 720647, 2013;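 active means drop in luminescence signal, shown as inhibition above about 50% in the replicate tests, limit read from the data, passing the limit was not always enough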;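 further: agonist challenge used bursicon conditioned medium at about half maximal strength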
S100A4 MyoIIA: inhibitors of S100A4-myosin IIA peptide binding, primary screen, biochemical, fluorescence polarization, TAMRA-MyoIIA peptide | Protein S100-A4 (Homo sapiens), P26447 | hit rate 0.14% among 360,000 | inhibition, % at 10.7 µM;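 active means mean inhibition of at least 70% across replicates, with every replicate also reaching that level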
Target sequence (P26447 whole entry, looked up): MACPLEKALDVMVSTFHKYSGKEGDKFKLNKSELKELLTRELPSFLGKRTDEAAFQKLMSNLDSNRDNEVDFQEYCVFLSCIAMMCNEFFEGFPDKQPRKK
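System – human S100A4 monomer protein, biochemical binding assay · Buffer or medium – Calcium-containing HEPES buffer, pH 7.2 · Timing – 5 min between mix addition and reading · Also added – TAMRA-labelled myosin IIA heavy-chain peptide probe, 5 nM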
Statin myotox sup: suppressors of statin myotoxicity in C2C12 myotubes, primary screen, cell-based, single point, plate reader | C2C12 myotubes + simvastatin, ATP luminescence, 48 h; scaled: DMSO 0, geranylgeraniol control 100 | rescue of ATP level, % at 7.49 µM | hit rate 0.78% among 330,000;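 active means mean ATP rescue above about 67%, or every replicate alone reaching that limit, limit read from the data, passing the limit was not always enough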;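 further: myotubes were challenged with 10 µM simvastatin during compound exposure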
SIRT5 block: SIRT5 desuccinylase inhibitors, primary screen, biochemical, fluorescence imaging, single point, set 5. Purified SirT5, succinyl-peptide AMC, trypsin-coupled fluorescence. inhibition, % at 15 µM. hit rate 1.1% among 330,000; in the data active means inhibition above about 15%
Target sequence (Q9NXA8 whole entry, looked up): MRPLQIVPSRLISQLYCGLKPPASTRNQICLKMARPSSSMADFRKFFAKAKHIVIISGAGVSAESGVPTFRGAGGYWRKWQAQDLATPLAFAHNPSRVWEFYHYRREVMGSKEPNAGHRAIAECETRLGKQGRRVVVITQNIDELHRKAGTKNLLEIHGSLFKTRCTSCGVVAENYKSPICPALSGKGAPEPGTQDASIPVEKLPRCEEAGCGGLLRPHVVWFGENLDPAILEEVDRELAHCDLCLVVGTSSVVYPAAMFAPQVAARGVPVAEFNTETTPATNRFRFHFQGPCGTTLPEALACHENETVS
FN deposit inh: inhibitors of fibronectin matrix deposition, primary screen, AH1F cells, Alexa488-fibronectin fluorescence, plate reader. AH1F fibroblasts, overnight. inhibition, % at 12.6 µM. hit rate 0.086% among 350,000. AID 743247, 2014;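 active means mean inhibition across replicates of 30% or more, regardless of how many single replicates reach that level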;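 further: positive control wells lacked labelled fibronectin entirely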
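Assay system: AH1F fibroblasts / Quantity: 10000 cells per well / Medium: DMEM plus 2% serum, read in PBS / Reagent: labelled fibronectin 24 nM / Dosing: single dose, pinned / Times: 1 h cell attachment, overnight exposure to compound and label / Signal: fluorescence, ex 485 nm, em 525 nm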
Casp6 inh: human caspase-6 inhibitors, primary screen, biochemical, VEID-R110 fluorescence, single point, set 2. purified caspase-6, Z-VEID-R110 cleavage fluorescence. hit rate 0.53% among 350,000. inhibition, % at 12.5 µM. P55212;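 active means mean inhibition across replicates at least about 35%, with every replicate also reaching that limit, limit read from the data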;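 further: 0% = median of neutral control wells and 100% = no fluorescence left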
Target sequence (P55212 24-179 limits assumed): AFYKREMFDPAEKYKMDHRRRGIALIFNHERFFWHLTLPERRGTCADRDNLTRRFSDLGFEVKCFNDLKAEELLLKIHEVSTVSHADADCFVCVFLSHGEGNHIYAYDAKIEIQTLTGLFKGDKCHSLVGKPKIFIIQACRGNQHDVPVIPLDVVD
Target sequence (P55212 194-293 limits assumed): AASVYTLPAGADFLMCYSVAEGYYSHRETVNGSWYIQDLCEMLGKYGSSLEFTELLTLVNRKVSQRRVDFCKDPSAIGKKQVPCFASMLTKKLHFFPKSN
Starred values were filed as active, the others as inactive; / = no result given; & = joins results of further samples. A portion of the library; rates above refer to the full screens.

SMILES	esBAF inh	LGR2 antag	S100A4 MyoIIA	Statin myotox sup	SIRT5 block	FN deposit inh	Casp6 inh
O=C(CCC(=O)Nc1ccccc1)N/N=C/c1cccnc1	15	-2	-1	3	2	-5	-2
CCC(=O)Nc1ccc2c(c1)C(=O)N(C)[C@H]1CC[C@H](CC(=O)N[C@H](C)c3ccccc3)O[C@H]1CO2	1	-9	8	1	9	14	0
CSCCC(NS(=O)(=O)c1ccc(C)cc1)C(=O)NNC(=O)c1csc(N2CCOCC2)n1 (stereo not drawn)	-7	9	1	1	4	/	1
COCC#Cc1ccc2c(c1)O[C@H](CN(C)C(=O)C1CCOCC1)[C@@H](C)CN([C@@H](C)CO)S2(=O)=O	5	0	7	-2	-5	/	0
Cc1cccc2c(=O)cc(C)n(Cc3ccccc3)c12	/	-12	-3	/	3	3	-4
Cc1cc(C)c(-c2cc(NC(=O)COC(=O)c3ccc(C#N)cc3)n(-c3ccccc3)n2)cc1C	/	-4	0	/	-2	/	-4
CCOC(=O)COc1cccc2c(=O)n(CC(=O)N3CCCc4ccccc43)ccc12	-2	-1	-6	-2	-2	2	1
CC(=O)c1cc(C)ccc1OC(=O)CCN1C(=O)C2C3c4ccccc4C(c4ccccc43)C2C1=O (stereo not drawn)	-3	20	/	5	/	-2	/
CCCNC(=O)N(C)C[C@@H]1Oc2cc(-c3ccc(C)cc3)ccc2S(=O)(=O)N([C@@H](C)CO)C[C@H]1C	6	16	-3	7	0	7	0
COc1ccc(Cc2nnc(SCC(=O)Nc3ccccc3)[nH]c2=O)cc1	/	-2	-4	/	-1	2	0
COCCCN(C(=O)c1ccco1)c1nc(-c2cc(OC)ccc2OC)cs1	-13	/	/	-23	/	3	/
Cc1ccc(N2C(=O)C(CN3CCCC3)C2c2ccccc2)cc1 (stereo not drawn)	/	-8	-1	/	-2	1	-5
CSc1ncccc1C(=O)NCC1CCCCC1	1	-8	-5	3	/	-8	2
COc1ccc(C2(C(=O)Nc3ccc(C)c(C)c3)CCOCC2)cc1	-3	10	-2	9	-8	/	3
CC(C)CN(C(=O)c1cc(Cl)nc2ccccc12)c1c(N)n(Cc2ccccc2)c(=O)[nH]c1=O	6	13	5	2	-2	-2	3
CCOC(=O)C1=CCN(S(=O)(=O)c2cccc(Cl)c2)C1c1cccc(C)c1 (stereo not drawn)	-3	-9	-1	-1	-2	/	-1
CCc1ccccc1N=C1SCC(=O)N1C	3	/	/	-17	/	0	/
O=C(NCc1cccc(C(F)(F)F)c1)c1cc(Cl)ccc1Cl	-8	1	8	-3	-5	-10	0
C[C@@H]1CN([C@H](C)CO)S(=O)(=O)c2ccc(/C=C/c3ccccc3)cc2O[C@@H]1CN(C)Cc1cncnc1	0	11	8	-44	5	/	-2
CC1Cc2ccccc2N1C(=O)COC(=O)c1ccccc1NCCO (stereo not drawn)	12	5	-4	3	9	4	2
CC(=O)NNc1nc(-c2ccc(NC(C)=O)cc2)cs1	/	-7	1	/	-3	-12	2
CN1C(=O)c2cc(NS(C)(=O)=O)ccc2OC[C@H]2O[C@@H](CC(=O)NCc3ccc(-c4ccccc4)cc3)CC[C@H]21	-8	-8	4	-15	3	-1	-5
CCOC(=O)C1CCCN(C(=O)c2cc(Nc3ccc(OC)cc3OC)nc3ccccc23)C1 (stereo not drawn)	8	/	/	3	/	2	/
CN1[C@H](C(=O)NC2CCCCC2)[C@@H](CO)[C@@H]2Cn3c(ccc(/C=C/c4ccccc4)c3=O)[C@@H]21	5	4	-7	-6	-29	/	-4
COc1ccc(CN(C)C[C@@H]2Oc3ccc(NS(=O)(=O)c4ccccc4)cc3CC(=O)N([C@@H](C)CO)C[C@H]2C)cc1	/	1	-4	/	-1	/	0
CN(c1ccccc1)S(=O)(=O)c1ccc(Cl)c(C(=O)Nc2ccc(N3CCOCC3)cc2)c1	10	4	5	-17	0	/	7
CCCNC(=O)C[C@H]1C[C@@H]2c3cc(NC(=O)NC4CCCC4)ccc3O[C@@H]2[C@@H](CO)O1	-1	0	-13	-2	-4	0	-3
CCOc1ccc(C(=O)Nc2ccc(S(=O)(=O)Nc3cc(C)on3)cc2)cc1	4	-1	-14	11	0	4	2
O=C(Nc1ccc(S(=O)(=O)N2CCOCC2)cc1)c1ccc(Cl)cc1	11	-12	0	6	/	-1	1
CC(C)NC(=O)N[C@@H]1CC[C@@H](CCN)O[C@H]1CO	-3	-14	-10	8	-1	-4	-1
O=C1Nc2ccccc2S/C1=C/c1cccs1	/	/	-1	/	-4	4	0
Cc1nc(SCC(=O)NCC2COc3ccccc3O2)c2c(C)c(C)sc2n1 (stereo not drawn)	/	1	-3	-4	-2	-15	0
CN1CCN(c2ccc(NS(=O)(=O)c3ccc(Cl)cc3)cn2)CC1	/	/	3	/	1	3	-11
C=CCNCCOc1c(C)cc(C)cc1Cl	/	-5	-8	/	3	1	-111
CCN(C(=O)CSc1ncnc2sccc12)c1c(N)n(Cc2ccccc2)c(=O)[nH]c1=O	-4	7	0	-1	0	-4	4
CCc1ccc(/C=C2/Sc3ccccc3N(CC(=O)NCCCN3CCOCC3)C2=O)cc1	-3	-17	-3	-7	-3	12	8
COc1ccc(C(=O)CCc2ccccc2)cc1	48*	-47	-20	5	-9	-2	-5
COc1ccc(-c2cc(C(=O)N3CCCCC3)c3ccccc3n2)cc1	22	0	5	3	-19	-5	1
CCCNC(=O)N1CC2(C1)CN(C(=O)NC1CCCC1)[C@H](CO)c1[nH]c3cc(OC)ccc3c12	/	3	0	/	1	-1	2
CCn1cc(C(=O)N(C)c2ccc(OC)cc2)c2cc(OC)c(OC)cc2c1=O	5	-8	0	-5	-4	5	3
CCC(=O)NC(c1ccc(OC)cc1)c1c(O)ccc2ccccc12 (stereo not drawn)	3	0	-1	-44	0	19	-1
C[C@H](CO)N1C[C@H](C)[C@H](CN(C)S(=O)(=O)c2ccccc2)OCc2ccccc2-c2c(n(C)c3ccccc23)C1=O	-1	4	0&-14	1	-2&0	3&-4	9&-1
CC(C)n1c(SCC(=O)NC2CC2)nnc1C1CC1	5	12	-4	-10	2	/	3
O=C(NN=Cc1cccc([N+](=O)[O-])c1)c1cc(-c2cccnc2)nc2ccccc12	-2	-4	-9	9	-1	-4	0
COc1ccc(C2N=C(c3ccccc3)C(C)(C)N2O)cc1 (stereo not drawn)	2	-14	0	37	3	/	1
C[C@H](CO)N1C[C@H](C)[C@@H](CN(C)C(=O)NC2CCCCC2)Oc2ccc(NC(=O)c3ccncc3)cc2CC1=O	1	-1	5	14	2	-9	-1
Cc1noc(NS(=O)(=O)c2ccc(NC(=O)NC(C)(C(F)(F)F)C(F)(F)F)cc2)c1C	-1	0	-2	4	-4	-2	-5
Cc1ccc(S(=O)(=O)Nc2ccc3c(c2)CC(=O)N([C@@H](C)CO)C[C@@H](C)[C@H](CN(C)S(=O)(=O)c2ccc(Cl)cc2)O3)cc1	6	-7	/	58	/	/	/
Cc1cc(C(=O)N2CCN(C(c3ccccc3)c3ccccc3)CC2)on1	-1	20	0	20	-2	-11	-1
CCOc1ccc2[nH]cc(C(=O)NCCc3ccccc3)c(=O)c2c1	4	-52	-6	19	0	5	1
COc1ccc(NC(=O)CN(C)CC(=O)N(C)C2(C#N)CCC(C)CC2)cc1 (stereo not drawn)	0	-6	5	4	-8	0	2
Cc1cc(C(=O)NNC(=S)NCC(C)C)cs1	/	-20	-1	/	5	0	1
c1ccc2c(OCCCN3CCCCCC3)cccc2c1	-4	-3	-2	1	-2	-2	-17
Cc1cccn2c(=O)c3cc(C(=O)NCc4ccccc4)c(=N)n(CCCN4CCOCC4)c3nc12	2	7	-23	-23	-27	-7	-4
COc1ccc2c(c1)c(C(=O)N/N=C/c1cccc(O)c1)c(C)n2C	/	10	2	/	4	5	-2
O=C(Nc1ncccn1)C1c2ccccc2Oc2ccccc21	/	-23	2	/	-5	5	-1
CCOC(=O)C1=C(N)OC2=C(C(=O)CC(C)(C)C2)C1c1ccccc1OCC#N (stereo not drawn)	-9	/	/	6	/	1	/
CCOc1cc(S(=O)(=O)n2ccnc2)ccc1Br	/	/	5	/	-1	0	-2
C[C@@H]1CN([C@@H](C)CO)C(=O)Cc2cc(NS(=O)(=O)c3cn(C)cn3)ccc2O[C@H]1CN(C)S(=O)(=O)c1ccccc1	-2	-18	-22	-30	-2	/	1
COC(CNC(=O)c1ccc2c(c1)ncn2-c1ccc(C)cc1C)OC	-3	-2	-1	24	-8	-8	1
New compounds follow.
SMILES	esBAF inh	LGR2 antag	S100A4 MyoIIA	Statin myotox sup	SIRT5 block	FN deposit inh	Casp6 inh
O=C(N[C@H](C(=O)N1CCC[C@H]1C(=O)NC1CCCC1)c1ccccc1)C1CCCC1	/	-3	-10	/	-1	-5	-3
COc1ccc([C@@H]2CC(=O)c3c(O)cc(O[C@@H]4OC(CO[C@@H]5OC(C)[C@H](O)[C@H](O)C5O)[C@@H](O)[C@@H](O)C4O)cc3O2)cc1O (stereo partly drawn)	-1	/	-2	3	3	-7	0
COc1ccc(S(=O)(=O)N2CCN(C(=O)CCc3c[nH]c4ccccc34)CC2)cc1	-1	0	3	-3	-2	-11	3
C[C@@H]1CN([C@H](C)CO)C(=O)c2cc(C3=CCCCC3)cnc2O[C@@H]1CN(C)S(=O)(=O)c1cn(C)cn1	1	8	2	3	-4	5	-1
C[C@H]1ON(c2ccccc2)[C@@H](c2ccccc2)[C@@H]1C(=O)N1C(=O)OC[C@@H]1c1ccccc1	/	/	11	/	0	/	-1
O=C(CCNC(=O)N1CC(=O)Nc2ccccc21)NCc1cccc(C(F)(F)F)c1	1	4	-3	-6	/	9	-1
CC(=O)c1ccc(NC(=S)NC(NC(=O)c2ccco2)C(Cl)(Cl)Cl)cc1 (stereo not drawn)	-1	-3	/	0	/	/	/
COCCNC(=O)CN(Cc1ccccc1)S(=O)(=O)c1ccc2nc(C)sc2c1	-3	-5	4	2	-3	0	-3
Cc1ccc(S(=O)(=O)n2cnc(C)c2)cc1	-4	-2	-2	-6	0	-7	-4
C=CCOc1ccccc1CNc1ccc2[nH]c(=O)[nH]c2c1	-3	8	-8	2	-4	-2	3
CCOC(=O)[C@]12CCC=C1N(Cc1ccc3c(c1)OCO3)C(=O)[C@H](CC(=O)NCc1cccs1)C2	/	4	-1	/	/	9	-7
COc1ccccc1CNC(=O)CS(=O)Cc1nc(-c2ccccc2C)oc1C (stereo not drawn)	0	2	2	9	-3	-6	1
Oc1cccc2c3c(oc12)CCCC3	35	-15	0	1	-3	-1	-1

6 of the compounds above, with values under each structure.
Screens in order – esBAF inh	LGR2 antag	S100A4 MyoIIA	Statin myotox sup	SIRT5 block	FN deposit inh	Casp6 inh
COc1ccc(S(=O)(=O)N2CCN(C(=O)CCc3c[nH]c4ccccc34)CC2)cc1
  -1	0	3	-3	-2	-11	3
C[C@@H]1CN([C@H](C)CO)C(=O)c2cc(C3=CCCCC3)cnc2O[C@@H]1CN(C)S(=O)(=O)c1cn(C)cn1
  1	8	2	3	-4	5	-1
C[C@H]1ON(c2ccccc2)[C@@H](c2ccccc2)[C@@H]1C(=O)N1C(=O)OC[C@@H]1c1ccccc1
  /	/	11	/	0	/	-1
O=C(CCNC(=O)N1CC(=O)Nc2ccccc21)NCc1cccc(C(F)(F)F)c1
  1	4	-3	-6	/	9	-1
CC(=O)c1ccc(NC(=S)NC(NC(=O)c2ccco2)C(Cl)(Cl)Cl)cc1 (stereo not drawn)
  -1	-3	/	0	/	/	/
COCCNC(=O)CN(Cc1ccccc1)S(=O)(=O)c1ccc2nc(C)sc2c1
  -3	-5	4	2	-3	0	-3

Screens as filed in PubChem.
